High-throughput results (PubChem)
Mcl1-Bid inh – Mcl-1/Bid interaction inhibition. Q07820. TR-FRET Mcl-1/Bid-Dy647 peptide binding, 1536-well. inhibition, % at 21.7 µM. actives 0.97% (n = 220,000). AID 1021;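 active means compounds that cut the binding signal by more than half at the single screening dose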;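 further: His-tagged Mcl-1 with europium anti-His antibody binding Bid BH3 peptide; 0% = Mcl-1 plus peptide wells and 100% = peptide-only wells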
Target sequence (Q07820 whole entry, looked up): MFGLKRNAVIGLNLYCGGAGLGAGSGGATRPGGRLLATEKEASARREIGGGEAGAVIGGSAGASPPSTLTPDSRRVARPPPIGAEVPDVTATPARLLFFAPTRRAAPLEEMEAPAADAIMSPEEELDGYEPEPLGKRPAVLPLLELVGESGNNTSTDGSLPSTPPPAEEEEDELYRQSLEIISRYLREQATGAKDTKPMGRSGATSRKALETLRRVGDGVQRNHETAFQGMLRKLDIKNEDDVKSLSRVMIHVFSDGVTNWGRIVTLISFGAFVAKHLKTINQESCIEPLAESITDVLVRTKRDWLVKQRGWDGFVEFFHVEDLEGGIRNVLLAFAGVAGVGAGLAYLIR
Rac1 wt modul – human Rac1 wildtype GTP binding, inhibitors and activators; GTP binding activity (% of control), % at 10 µM; AID 757; P63000; GST-Rac1 beads, fluorescent GTP binding, flow cytometry; actives lie on both sides; 0 = cold GTP competed, 100 = untreated; actives 0.27% (n = 190,000);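 active means GTP binding activity at least 20 points away from the 100% control level, either lower or higher; inconclusive means compound flagged as likely green fluorescent, judged across all proteins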
Rab2 wt GTP – changes GTP binding to wildtype dog Rab2A, up or down. GST-Rab2 wt beads, Bodipy-GTP binding, flow cytometry. GTP binding activity, % at 10 µM. actives 0.19% (n = 190,000). AID 760;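 active means GTP binding activity at least 20 points away from 100%, either lowered or raised; inconclusive means signal likely due to the compound's own green fluorescence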;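 further: 0% = beads with excess unlabeled GTP and 100% = no-compound control corrected for plate trend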
Pf gamet viab – inhibitors of late stage P. falciparum gametocyte viability; P. falciparum stage V gametocytes, ATP luminescence, 24 h; inhibition, % at 10.9 µM; actives 0.065% (n = 150,000);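 active means inhibition above the mean plus 3 SD of compounds within the control limits, set per campaign, cut at about 38% in these data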;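 further: 0% = DMSO wells and 100% = medium only without gametocytes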
Cdc42 wt – changes GTP binding to wildtype human Cdc42. P60953. GST-Cdc42 beads, Bodipy-GTP binding, flow cytometry; actives lie on both sides. percent activity (GTP binding), % at 10 µM. actives 0.2% (n = 190,000). AID 761;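 active means percent activity GTP binding at least 20 points away from the 100% baseline, either down as inhibitor or up as activator; inconclusive means compound flagged as likely green fluorescent from well-wide comparison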;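 further: median bead fluorescence of bound Bodipy-FL-GTP at 100 nM; 0% = excess unlabeled GTP control and 100% = no compound control; below 100% means less GTP binding so inhibitor and above means activator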
Target sequence (P60953 whole entry, looked up): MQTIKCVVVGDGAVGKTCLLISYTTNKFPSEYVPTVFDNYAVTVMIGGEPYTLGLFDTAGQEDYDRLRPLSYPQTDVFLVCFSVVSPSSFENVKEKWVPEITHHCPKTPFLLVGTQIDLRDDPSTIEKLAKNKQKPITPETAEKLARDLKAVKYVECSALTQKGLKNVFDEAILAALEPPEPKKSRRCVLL
Rac1 mut GTP – modulators of GTP binding to human Rac1 activated mutant | actives 0.11% (n = 190,000) | GST-Rac1 activated beads, fluorescent GTP binding, flow cytometry; actives lie on both sides; 100% means binding = to untreated wells | P63000 | percent activity (GTP binding), % at 10 µM;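 active means GTP binding at least 20 percentage points away from the 100% baseline, in either direction, so actives lie on both sides; inconclusive means Compound likely fluorescent itself, or too few beads counted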
Mcl1 Noxa PPI – disrupts binding of human Mcl-1 to Noxa peptide | Q07820 | TR-FRET Mcl-1/Noxa peptide binding, 2 h | inhibition, % at 21.7 µM | actives 1.5% (n = 220,000) | AID 1022;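 active means compounds that cut the protein-peptide binding signal by more than 50% relative to plate controls in a single-dose test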;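 further: His-tagged Mcl-1 with rhodamine Noxa BH3 peptide and terbium anti-His antibody; 0% = Mcl-1 plus Noxa peptide wells and 100% = peptide-only wells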
Avidin fluor – compound fluoresces at 488/530 nm on avidin beads. AID 1775. fluorescence (KMESF) at 10 µM. compound fluorescence 488/530 nm, flow cytometry; stronger effect = higher value. actives 0.38% (n = 220,000); in the data active means fluorescence above about 47; further: inactives centre near 10
HRas wt GTP – changes GTP binding to wildtype human HRas | P01112 | actives 0.14% (n = 190,000) | AID 759 | GTP binding activity, % at 10 µM | GST-Ras wt beads, Bodipy-FL-GTP binding, flow cytometry; actives lie on both sides;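 active means GTP binding activity at least 20% away from the 100% baseline, either lowered as inhibitor or raised as activator; inconclusive means flagged as likely green fluorescent, judged across all proteins in the well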;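 further: 0% = unlabeled GTP competition control and 100% = no-compound control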
Target sequence (P01112 whole entry, looked up): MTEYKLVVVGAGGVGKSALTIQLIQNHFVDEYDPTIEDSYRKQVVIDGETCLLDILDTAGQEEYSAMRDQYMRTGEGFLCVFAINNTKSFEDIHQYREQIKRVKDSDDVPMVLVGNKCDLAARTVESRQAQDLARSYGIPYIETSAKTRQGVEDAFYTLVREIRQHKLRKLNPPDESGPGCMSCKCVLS
Rab7 wt GTP bind – modulators of GTP binding to dog Rab7 wildtype GTPase; GST-Rab7 beads, fluorescent GTP binding, flow cytometry; actives lie on both sides; untreated = 100%, excess cold GTP = 0%; GTP binding activity (percent of control), % at 10 µM; actives 0.055% (n = 190,000);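 active means fluorescent GTP binding to Rab7 beads changed by at least 20 points from the 100% baseline, either direction, mostly lower; inconclusive means compound itself probably fluorescent, or too few beads counted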;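 further: median green fluorescence of bound Bodipy-FL-GTP per Rab7 bead population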
GSH bead fluor – compound fluoresces at 488/530 nm on GSH beads; GSH beads flow cytometry, compound fluorescence 488/530 nm; stronger effect = higher value; fluorescence (KMESF) at 10 µM; actives 0.25% (n = 190,000); in the data active means fluorescence above about 89;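 further: glutathione beads carrying GST-tagged Bcl family fusion proteins plus one bare bead set; values are compound well signal with DMSO vehicle wells as background; inactives centre near 16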
The depositor's hits bear a star; ? = inconclusive; / = not tested or not shown.

Results follow in this order: Cdc42 wt, Rab2 wt GTP, GSH bead fluor, HRas wt GTP, Rac1 mut GTP, Avidin fluor, Pf gamet viab, Rab7 wt GTP bind, Mcl1-Bid inh, Rac1 wt modul, Mcl1 Noxa PPI
COc1cnc(-c2cccc(C(F)(F)F)c2)[nH]c1=O
    95.0, 95.0, 17, 96.0, 99.0, 5, 8.1, 100.0, -17.3, 101.0, 3.1
Cc1ccc(-c2csc(NC(=O)Cc3ccc(F)cc3)n2)o1
    104.0, 98.0, 12, 97.0, 98.0, 10, 20.6, 96.0, -44.0, 100.0, 19.9
N#CCSc1nc2c(c(C3CC=CCC3)c1C#N)CCC2 (stereo not given)
    101.0, 100.0, 52, 102.0, 99.0, 19, 0.5, 101.0, 9.8, 100.0, 7.5
Cc1cccc(C)c1NC(=O)CN1C(=O)NC(C)(CCc2ccccc2)C1=O (stereo not given)
    98.0, 100.0, 15, 100.0, 97.0, 10, 5.6, 102.0, -17.6, 99.0, 5.2
CC(/C=N/N1C(=O)CSC1=S)=C\c1ccccc1
    94.0, 95.0, 13, 95.0, 92.0, 10, -0.1, 96.0, -26.1, 92.0, -1.4
CCOC(=O)c1cn(CC)c2ccc(Br)cc2c1=O
    102.0, 99.0, 9, 101.0, 102.0, 13, /, 100.0, -11.8, 104.0, 27.2
Cn1c(CN2CCCC2)nc2cc(NC(=O)c3cccs3)ccc21
    105.0, 99.0, 24, 101.0, 101.0, 6, -7.0, 99.0, 41.9, 105.0, 50.0
Cc1ccc(CC(=O)Nc2nc3ccccc3[nH]2)cc1C
    104.0, 101.0, 15, 103.0, 100.0, 36, 9.1, 102.0, -10.6, 105.0, -32.9
Cn1cccc1C(=O)Nc1nccs1
    104.0, 100.0, 34, 100.0, 99.0, 8, /, 101.0, 12.9, 105.0, 13.1
O=C(NCCOc1ccc(Cl)cc1)C1CC(=O)N(c2ccc(F)cc2)C1 (stereo not given)
    ?, ?, 14, ?, ?, 11, 5.8, ?, 0.7, ?, 2.2
COc1cccc(/C=C2\SC(=N)N(c3ccc(F)cc3)C2=O)c1
    95.0, 95.0, 9, 93.0, 93.0, 10, -5.3, 95.0, -5.9, 96.0, -9.4
CC(=O)C1=C(C)Nc2cc(C(F)(F)F)ccc2S1
    101.0, 98.0, 15, 100.0, 102.0, 8, -1.9, 100.0, 31.8, 109.0, 18.3
O=C(Nc1ccc(CN2CCCCC2)cc1)Nc1ccccc1Cl
    97.0, 94.0, 13, 96.0, 93.0, 11, -3.2, 93.0, -10.3, 97.0, -7.0
c1ccc(CN2CCN(c3ncnc4nc[nH]c34)CC2)cc1
    102.0, 100.0, 27, 101.0, 98.0, 7, /, 97.0, -8.2, 103.0, 4.8
Cc1cc(=O)oc2cc(OCC(=O)OCC(=O)NCc3ccc4c(c3)OCO4)ccc12
    106.0, 103.0, 16, 104.0, 101.0, 9, -1.5, 99.0, -2.0, 105.0, 25.2
CS(=O)(=O)n1nc(OC(=O)c2cccs2)cc1N
    92.0, 93.0, 16, 93.0, 93.0, 6, 7.3, 98.0, -5.2, 92.0, -3.1
CCCCOc1ccc(C(=O)NCCc2cccs2)cc1
    95.0, 100.0, 14, 99.0, 95.0, 4, /, 103.0, -10.1, 98.0, -7.1
O=C(CN(Cc1ccco1)C(=O)CNS(=O)(=O)c1ccccc1)NCc1ccc(F)cc1
    106.0, 102.0, 25, 103.0, 101.0, 6, -22.6, 102.0, -30.3, 104.0, 3.7
COc1ccc(CSCC(=O)N/N=C/c2ccc(OCC(=O)N3CCCCC3)cc2)cc1
    106.0, 102.0, 17, 102.0, 100.0, 9, -12.1, 101.0, -14.5, 103.0, 11.0
CCOc1ccc(N(C(=O)C2CCCO2)C2C=CS(=O)(=O)C2)cc1 (stereo not given)
    94.0, 98.0, 15, 98.0, 94.0, 11, 15.3, 102.0, -28.7, 98.0, -8.4
COc1ccc(N2CCN(C(=O)c3c(C)nn(-c4ccccc4)c3C)CC2)cc1
    95.0, 97.0, 11, 99.0, 96.0, 8, 9.2, 96.0, -30.6, 99.0, 7.8
O=S(=O)(c1ccc(F)cc1)N1CCN(C(=S)NC2CCCC2)CC1
    97.0, 97.0, 9, 97.0, 98.0, 4, /, 96.0, -62.8, 103.0, 6.0
OCCn1c(-c2ccccc2)csc1=Nc1ccccc1
    104.0, 103.0, 9, 103.0, 102.0, 3, -1.8, 98.0, 20.1, 103.0, 31.1
COc1ccc(NC(=O)Nc2ccc3oc(C)nc3c2)cc1
    98.0, 97.0, 13, 98.0, 98.0, 22, -14.7, 98.0, -4.3, 103.0, -0.1
Cc1ccc(C(=O)Nc2ccc3nc(C)sc3c2)s1
    100.0, 99.0, 12, 100.0, 99.0, 8, /, 100.0, 2.4, 105.0, 9.7
CCSC1=C(C#N)C2(CCCC2)C(C#N)=C(N)N1
    101.0, 97.0, 24, 100.0, 98.0, 4, 12.2, 101.0, -65.0, 100.0, 9.7
O=S(=O)(c1ccccc1)N1CCN(c2cc(-c3ccccc3)nc3ncnn23)CC1
    107.0, 112.0, 21, 108.0, 107.0, 27, -2.8, 110.0, 7.5, 114.0, -30.4
CC1CCN(C(=O)CSc2nnc(CN3CCOCC3)n2-c2ccccc2)CC1
    100.0, 96.0, 23, 96.0, 95.0, 19, /, 93.0, -28.9, 95.0, 12.5
CCNS(=O)(=O)c1ccc(NC(=O)c2ccc(Cn3cc(Br)cn3)o2)cc1
    100.0, 98.0, 11, 101.0, 101.0, 8, /, 95.0, 2.4, 104.0, 5.6
Cc1[nH]c(=O)[nH]c(=O)c1S(=O)(=O)N1CCN(c2ccccc2F)CC1
    96.0, 96.0, 53, 97.0, 95.0, 10, /, 97.0, -28.6, 97.0, -9.7
CCO[C@@H]1OC(C(=O)N2CCN(C)CC2)=C[C@H](c2ccc(C(F)(F)F)cc2)[C@H]1CCCO
    98.0, 100.0, 19, 98.0, 96.0, 5, /, 103.0, -5.2, 98.0, -5.2
Cc1cc(NC(=O)Cn2c(=O)n(CCCCC(=O)NC3CCN(Cc4ccccc4)CC3)c(=O)c3ccccc32)n[nH]1
    101.0, 98.0, 11, 99.0, 98.0, 11, -9.3, 98.0, 0.1, 102.0, -0.5
COc1ccc(NC(=S)Nc2cccc(Cl)c2Cl)cc1OC
    93.0, 93.0, 24, 93.0, 91.0, 9, 0.9, 92.0, -69.3, 97.0, 29.7
O=C(NC1CCCCC1)N1CCC(c2nc(-c3ccc(S(=O)(=O)N4CCCC4)cc3)no2)CC1
    99.0, 101.0, 14, 97.0, 98.0, 8, /, 99.0, -8.8, 100.0, 19.7
Cc1ccc2cc(CCNC(=O)C(C)(C)C)c(=O)[nH]c2c1
    102.0, 102.0, 15, 101.0, 100.0, 6, /, 103.0, -16.9, 104.0, 15.6
Cc1ccc2c(c1)N(CCCC(=O)NCc1cccnc1)C(=O)CO2
    102.0, 98.0, 13, 99.0, 98.0, 6, /, 99.0, 3.7, 100.0, 9.1
CC(C)Cn1c(=O)c(C(=O)N/N=C/c2cccc(F)c2)c(O)c2ccccc21
    86.0, 90.0, 6, 93.0, 94.0, 2, 13.3, 92.0, -7.1, 94.0, -12.6
COc1ccc(N2CCN(Cc3nc4ccccc4n3C)CC2)cc1
    101.0, 99.0, 8, 101.0, 100.0, 5, -13.2, 100.0, -23.1, 103.0, 3.7
Cc1c(Cl)cccc1NC(=S)NCCc1ccc(C(F)(F)F)cc1
    99.0, 102.0, 9, 99.0, 97.0, 5, /, 107.0, -17.4, 102.0, 12.8
Cc1cccc(N2CCN(C(=O)c3ccc4ncsc4c3)CC2)c1C
    102.0, 101.0, 12, 102.0, 99.0, 9, /, 101.0, 26.4, 109.0, 31.2
NC(=O)C1CCN(C(=O)/C=C/c2ccco2)CC1
    103.0, 98.0, 12, 98.0, 98.0, 3, -7.0, 102.0, -4.2, 106.0, 10.9
CC(/C=N/NC(=O)Cc1cccn1C)=C\c1ccccc1
    103.0, 100.0, 11, 98.0, 99.0, 1, /, 99.0, 7.9, 105.0, 13.6
CCCC[n+]1c(C)sc2ccc(C)cc21
    98.0, 98.0, 14, 99.0, 98.0, 11, -2.0, 104.0, -84.5, 95.0, 10.3
CCc1cc2c(=O)c(Oc3ccccc3)c(C)oc2cc1O
    101.0, 99.0, 4, 101.0, 99.0, 7, -1.7, 101.0, -20.0, 103.0, 6.1
COc1cccc(-c2nnc(SCC(=O)Nc3ccc(OC)c(OC)c3)n2N)c1
    95.0, 95.0, 25, 94.0, 95.0, 15, -6.3, 94.0, 7.8, 93.0, 34.1
O=C(COc1ccc(S(=O)(=O)NCc2ccccc2)cc1)N1CCOCC1
    97.0, 98.0, 11, 99.0, 98.0, 21, -1.3, 104.0, -8.1, 100.0, 12.5
O=C(CSc1nc2ccccc2o1)N1CCN(c2ccccc2)CC1
    95.0, 96.0, 33, 96.0, 95.0, 7, -13.8, 98.0, -21.1, 98.0, 10.3
O=C(CC1NC2CCCCC2NC1=O)Nc1cccc(C(F)(F)F)c1 (stereo not given)
    100.0, 94.0, 28, 95.0, 96.0, 19, /, 94.0, -5.5, 93.0, 16.6
O=C1c2ccccc2C(=O)c2cc(NC(=O)C3CC3)ccc21
    95.0, 87.0, 15, 88.0, 95.0, 6, 2.6, 88.0, 42.5, 89.0, 32.5
